All columns: NCI-60 one-dose screen, growth in % after 48 h at 10 µM unless noted; 100 = growth as untreated, 0 = no growth, -100 = all killed.
ACHN: ACHN renal cancer | 81,000 compounds, 4.9% hits | AID 1794771
SF-539: SF-539 CNS cancer | 81,000 compounds, 6.8% hits
CAKI-1: CAKI-1 renal cancer | 75,000 compounds, 4.7% hits
SNB-19: SNB-19 CNS cancer cells | 81,000 compounds, 2.5% hits | AID 1794751
SNB-75: SNB-75 CNS cancer | 79,000 compounds, 5% hits | AID 1794750
RXF 393: RXF 393 renal cancer cells | 77,000 compounds, 6.9% hits
A498: A498 renal cancer cells; 76,000 compounds, 5.4% hits; AID 1794774
SF-268: SF-268 CNS cancer cells; 82,000 compounds, 3.1% hits
Starred values were filed as active, the others as inactive; nt = not tested or not shown; [ ] = remark or other dose. The calls were made as follows: active = growth percent below 10; inactive = the rest.

SMILES	ACHN	SF-539	CAKI-1	SNB-19	SNB-75	RXF 393	A498	SF-268
COc1cccc(N2CC(c3nc4ccccc4n3Cc3ccc(F)cc3)CC2=O)c1 (centres undefined)	96	86	105	95	80	87	nt	104
CCCCCC(=O)Nc1ccc(S(=O)(=O)NO)cc1	nt	98	nt	106	98	122	97	91
Cc1ccnc(-c2cc(C)ccn2)c1	83	87	68	105	96	102	96	95
COc1ccc(C2Nc3n[nH]c(N)c3-c3nc4ccccc4n32)cc1OC (centres undefined)	96	98	92	98	101	98	100	102
O=c1cc(Cn2cnn(-c3ccccc3)c2=O)c2ccc3ccccc3c2o1	101	92	89	90	86	97	90	96
CC(Br)C(=O)C(CCCN(C)C)(c1ccccc1)c1ccccc1 (centres undefined)	109	94	85	104	71	94	92	93
CC1CNC(=O)N1 (centres undefined)	103	115	94	126	108	128	111	108
Clc1ccc2c(c1)C=C1CSCC3=Cc4cc(Cl)ccc4OC13O2	106	95	83	98	90	100	102	94
CC(C)C1=C[C@@]23CC[C@@H]4[C@](C)(CCC[C@@]4(C)C(=O)OCC#CCN4CCOCC4)[C@H]2C[C@@H]1[C@H]1C(=O)OC(=O)[C@H]13	101	98	87	102	nt	105	89	95
CNc1ccccc1C(N)=O	97	98	81	95	92	98	121	100
Cc1ccc(OCCCn2ccc(=O)[nH]c2=O)c(C)c1	105	88	98	98	90	103	85	88
CCCCCN1C=C/C(=C\C(=O)N(C)c2cccc3ccccc23)c2ccccc21	104	105	90	100	103	107	nt	95
Fc1c(-c2nnc(Cc3ccc(Cl)cc3)o2)nc2ccccn12	108	105	96	99	100	99	78	99
COC(=O)[C@]1(C)CC[C@]2(C)CC[C@]3(C)C(=CC(=O)[C@@H]4[C@@]5(C)CCC(=O)NC(C)(C)[C@@H]5CC[C@]43C)[C@@H]2C1	-40*[100 µM]	-85*[100 µM]	-20*[100 µM]	-90*[100 µM]	-83*[100 µM]	-85*[100 µM]	-91*[100 µM]	-55*[100 µM]
CN1CCN(c2ccc(C(=O)/C=C/c3cc(Br)ccc3F)cc2)CC1	64	2.3*	50	56	40	39	107	89
NC(=O)C1(c2ccccc2)OC(=O)c2ccccc21 (centres undefined)	104	99	99	107	100	110	109	104
OCCN1CSC(=S)NCCNC(=S)SC1	102	112	111	94	85	102	88	94
C=COC(=O)CCCCC	105	115	100	104	nt	107	95	108
NCCNCCCc1cccs1	106	103	nt	97	82	95	102	96
Cc1ccc(Cl)c(-n2c(SCC(=O)Nc3ccc(S(=O)(=O)Nc4nccc(C)n4)cc3)nc3ccccc3c2=O)c1	106	105	nt	102	99	nt	83	99
COc1nccc2c(-c3cccc(F)c3)nc(N)nc12	100	97	104	107	91	101	88	108
CN(C)CCCNC(=O)c1cncnc1Nc1ccc2c(ccn2Cc2cccc(F)c2)c1	102	84	84	93	78	71	33	86
CCOC(=O)CC1CSC(=NCc2ccccc2)N1 (centres undefined)	104	105	96	102	97	112	90	100
CN(C)c1ccc(C(=O)/C=C/c2ccccc2)cc1	102	102	96	98	97	113	nt	105
CCN=c1cc2sc3cc(NCC)c(C)cc3nc-2cc1C	53	-9.6*	-56*	4.7*	52	75	48	-11*
C#CC[C@@H]1C[C@]2(C)[C@H]3CC=C4[C@H]5[C@@H](C)[C@H](C)CC[C@]5(C(=O)NCCN(CCN)CCN)CC[C@@]4(C)[C@]3(C)CC[C@H]2C(C)(C)[C@H]1OC(C)=O	93	99	61	73	106	76	117	84
CC1(O)CCC2CC3OC3(CO)CCC3OC3(C)CCC1C2(C)C (centres undefined)	115	90	93	102	89	116	96	101
CCCCCCCCCCCCCCCC(=O)OC[C@@]1(O)C[C@@]23CC[C@@H]4C(C)(C)[C@H](O)CC[C@@]4(C)[C@@H]2CC[C@H]1C3	108	98	94	97	100	nt	105	101
Cc1ccc(S(=O)(=O)NCCC(C)CC(C)c2ccc3ccccc3c2)cc1 (centres undefined)	106	101	88	101	95	129	95	100
CCCCCc1c(C)[nH]c(/C=C2\N=C(c3ccc[nH]3)C=C2Oc2ccccc2)c1C	-61*[100 µM]	nt	-63*[100 µM]	-95*[100 µM]	-62*[100 µM]	-57*[100 µM]	-75*[100 µM]	-61*[100 µM]
O=C1NC(c2cccc([N+](=O)[O-])c2)c2sc3c(F)cccc3c2C1N1CCCCC1 (centres undefined)	91	98	82	101	92	94	93	98
NN1C=CNn2c1nc1c(cnn1-c1ccccc1)c2=O	106	99	91	104	100	111	123	97
CN1CCc2nc3sc(C(N)=O)c(N)c3c(-c3cccs3)c2C1	8.4*	11	39	38	25	-32*	-1.6*	16
COC(=O)[C@]12CC[C@@H](C)[C@H](C)[C@H]1[C@H]1C(=O)C[C@@H]3[C@@]4(C)CCC(=O)C(C)(C)[C@@H]4CC[C@@]3(C)[C@]1(C)CC2	96	77	53	94	92	82	80	68
COc1cnc(NS(=O)(=O)c2ccc(N)cc2)nc1	nt	112	83	99	123	nt	95	106
C=C1CC[C@@H]2[C@](C)(COC(C)=O)[C@@H](O)CC[C@@]2(C)[C@@H]1COc1ccc2ccc(=O)oc2c1	105	100	105	100	90	102	76	103
CC(/C=C1\SC(=S)N(CC(=O)NC(C(=O)O)C(C)C)C1=O)=C\c1ccccc1 (centres undefined)	99	98	91	103	95	101	nt	101
COc1c2ccccc2c(OC)c2[nH]c(=O)ccc12	65	nt	81	12	-21*	91	48	64
O=C(Nc1ccc(OS(=O)(=O)c2ccccc2)cc1)C1CCCCCC1	102	91	93	94	96	104	102	106
CC12CCC3C(C)(CO)C(O)CCC3(C)C1CC(C1=CCOC1=O)O2 (centres undefined)	107	102	98	101	96	125	111	99

Given as labelled records: four of the compounds above.
NN1C=CNn2c1nc1c(cnn1-c1ccccc1)c2=O
  ACHN = 106 | SF-539 = 99 | CAKI-1 = 91 | SNB-19 = 104 | SNB-75 = 100 | RXF 393 = 111 | A498 = 123 | SF-268 = 97
CN1CCc2nc3sc(C(N)=O)c(N)c3c(-c3cccs3)c2C1
  ACHN = 8.4* | SF-539 = 11 | CAKI-1 = 39 | SNB-19 = 38 | SNB-75 = 25 | RXF 393 = -32* | A498 = -1.6* | SF-268 = 16
CNc1ccccc1C(N)=O
  ACHN = 97 | SF-539 = 98 | CAKI-1 = 81 | SNB-19 = 95 | SNB-75 = 92 | RXF 393 = 98 | A498 = 121 | SF-268 = 100
COc1cnc(NS(=O)(=O)c2ccc(N)cc2)nc1
  ACHN = nt | SF-539 = 112 | CAKI-1 = 83 | SNB-19 = 99 | SNB-75 = 123 | RXF 393 = nt | A498 = 95 | SF-268 = 106

(further entries)
SMILES	ACHN	SF-539	CAKI-1	SNB-19	SNB-75	RXF 393	A498	SF-268
COc1ccc(-c2nnc(COc3ccccc3Cl)o2)cc1	99	nt	97	99	83	112	104	97
NCCN1C(=O)c2cccc3c(-c4ccc(-c5nc6c7ccccc7c7ccccc7c6[nH]5)cc4)ccc(c23)C1=O	89	98	93	91	91	nt	96	98
S=C(c1ccccc1)N1CCN(c2cccc(Cl)c2)CC1	104	105	89	107	110	108	65	nt
CC(=O)c1ccc(NC(=O)CSc2nnc(-c3ccc(-c4nc5ccc(Cl)cc5[nH]4)cc3)o2)cc1	97	80	82	90	81	113	96	101
COc1ccc2nc3cc(Cl)ccc3c(N3CCN(c4nccc(Oc5ccccc5)n4)CC3)c2c1	87	nt	77	99	87	84	72	82
CCC(C)c1ccccc1OCC(C)OC(=O)Cc1ccccc1 (centres undefined)	103	100	90	101	92	113	97	97
NC(=O)CCNC(=O)c1ccccc1S	107	102	90	108	88	nt	94	105
CNc1ccc([N+](=O)[O-])cc1	100	95	123	96	nt	108	112	106
O=C(O)CCCCCCCCCCN1C(=O)CSC1=S	102	99	96	104	98	97	102	101
CC(=O)C1C(=O)C(=O)N(c2ccc(Br)cc2)C1=O (centres undefined)	105	118	98	104	97	108	98	102
O=C(CSc1nnc(-c2ccc(-c3nc4ccccc4[nH]3)cc2)o1)Nc1ccc(Cl)cc1	-87*	-94*	17	-37*	62	-62*	132	38
O=S1(=O)CC(N2CCCCC2)C1CN1CCCCC1 (centres undefined)	98	111	105	112	109	95	113	106
CCC(SCC(N)=O)(C(N)=O)c1ccccc1 (centres undefined)	100	95	96	101	99	132	86	94
S=c1n(CN2CCCCC2)nc(-c2cc(Cl)cc(Cl)c2Cl)n1/N=C/c1ccc(Cl)cc1	105	99	nt	117	104	119	110	102
Cc1ccc(N2N=C(C(=O)N(C)C)N(C)CC2=O)cc1	97	99	95	100	108	112	nt	104
Nc1[nH]c(=O)[nH]c(=O)c1N=Cc1ccccc1	105	103	114	99	91	104	111	107
COc1cc(NC(=O)CCSc2nc3ccc(C)cc3c(=O)n2-c2ccccc2)cc(OC)c1OC	77	84	71	84	51	95	55	67
COc1cc(C2CC(c3ccc(F)cc3)=NN2C=O)ccc1OCc1cc(OC)c(OC)c(OC)c1 (centres undefined)	97	100	nt	89	83	98	76	92
O=C1c2ccccc2-c2ccc(Sc3ccc4c5c(cccc35)C(=O)c3ccccc3-4)c3cccc1c23	93	97	92	nt	98	114	111	106
COC(=O)c1ccc(NC(=O)Cn2cc(CN3CCN(c4ccnc5cc(Cl)ccc45)CC3)nn2)cc1	96	94	85	89	74	105	96	91
CCN(CC)CC(=O)N1CCOCC1	110	101	90	114	nt	108	106	117
C=C(C)[C@@H]1CC[C@]2(C(=O)N3CCN(C)CC3)CC[C@]3(C)[C@H](CC[C@@H]4[C@@]5(C)CCCNC(C)(C)[C@@H]5CC[C@]43C)[C@@H]12	98	87	107	99	103	104	nt	90
CC1(C)CC[C@]2(C(=O)N3CCOCC3)CC[C@]3(C)C(=CC[C@@H]4[C@@]5(C)C/C(=C/c6cccnc6)C(=O)C(C)(C)[C@@H]5CC[C@]43C)[C@@H]2C1	91	97	39	87	87	97	80	89
COc1ccc(-c2nc3ccc(-c4nnc(SCC(=O)Nc5ccc(C(=O)/C=C/c6ccc(OC)c(OC)c6)cc5)o4)cc3[nH]2)cc1	89	87	99	87	78	68	126	100
COc1ccc(-c2nc3ccccn3c2/C=C/C(=O)c2cc(OC)c(OC)c(OC)c2)cc1OC	20	-25*	8.2*	30	46	28	-14*	26
O=C(COc1ccc(/C=C2/C(=O)Nc3ccc(Cl)cc32)cc1)Nc1ccc(Br)cc1	-83*	-85*	-73*	5.1*	-57*	-66*	-51*	17
COc1ccc2nc(NC(=O)c3cc(-c4ccc(F)cc4)n4nc(-c5ccccc5)cc4n3)sc2c1	67	67	78	83	80	118	83	nt
COC(=O)[C@@H](Cc1ccc(OCc2cn(Cc3ccccc3)nn2)cc1)NC(=O)C(=O)c1cn(Cc2cn(Cc3ccccc3)nn2)c2ccccc12	94	96	nt	104	82	110	109	100
Cc1nc2ccc(Cl)cn2c1-c1nnc(SCc2ccc(C#N)cc2)o1	89	82	80	96	81	70	84	99
CC1=NN(C(=O)c2cnc3nc[nH]n3c2=O)C(=O)C1	103	104	94	108	95	131	110	94
COc1ccc(C2CC(c3ccc(Nc4nc(NCCO)nc(NCCO)n4)cc3)=NN2c2ccc(Cl)cc2)cc1 (centres undefined)	70	60	nt	89	63	35	93	70
O=C(O)c1ccc(N/N=C\c2cc(=O)[nH]c(=O)[nH]2)cc1	103	97	96	106	99	114	nt	100
CC(=O)Nc1ncc2c(n1)-c1cccn1CC2	102	94	100	102	91	105	84	104
O=C(OCC1CCC=CO1)C1CCC=CO1 (centres undefined)	102	100	103	103	95	116	114	103
CCOC(=O)CC[C@H](NC(=O)c1ccc(NC(=O)Cn2cnc3c(c(SC)nn3-c3ccc(Br)cc3)c2=O)cc1)C(=O)OCC	102	101	101	97	79	91	103	101
O=C(/C=C/c1ccc(B(O)O)cc1)/C=C/c1ccc(B(O)O)cc1	87	22	nt	69	72	10	71	59
C/C(=C\c1cc(Cl)ccc1OCC(=O)O)[N+](=O)[O-]	106	109	93	117	112	134	144	103
CCC(=O)Nc1ccc(OCc2nnc(-c3ccc(Cl)cc3)o2)c(F)c1	93	101	115	99	74	98	76	122
CC1=NNC(=O)[C@@H]1C1c2ccccc2Oc2c1c(=O)n(C)c(=O)n2C (some centres undefined)	106	109	103	102	97	104	87	97
NC(=S)N/N=C/c1ccc(OC(=O)COc2cc(Cl)c(Cl)cc2Cl)cn1	18	29	36	92	99	50	nt	41
CCOC(=O)C1=C(C)N(C)C(=O)NC1c1c(Cl)n(C)c2ccccc12 (centres undefined)	84	95	77	90	99	101	95	94
COc1ccc(S(=O)(=O)n2ccc(-c3ccc4c(c3)CCC(C)(C)O4)n2)cc1	104	103	63	87	84	110	89	95
CC(=O)c1cc(C(=O)c2ccc(Br)cc2)n2ccc(C#N)cc12	103	102	107	107	136	118	117	117
O=C(N=c1oc2ccccc2cc1-c1cc2ccccc2[nH]1)Nc1ccc(Cl)cc1	91	91	72	97	78	116	121	99
CC1CN=C(c2ccccc2)O1 (centres undefined)	103	102	88	107	89	114	nt	113
Cc1ccc2nc(NC(=O)CSc3nc(-c4ccccc4)c(C#N)c(C(C#N)C#N)n3)sc2c1	100	107	87	93	90	108	118	103
O=S(=O)(Nc1ccc(F)c(Cl)c1)c1ccc(-c2cnc(C3CC3)o2)cc1	45	-15*	33	49	-14*	-9.6*	-15*	52

Single values from above.
For SF-268, Cc1ccc2nc(NC(=O)CSc3nc(-c4ccccc4)c(C#N)c(C(C#N)C#N)n3)sc2c1 shows 103
For CAKI-1, O=S(=O)(Nc1ccc(F)c(Cl)c1)c1ccc(-c2cnc(C3CC3)o2)cc1 shows 33

High-throughput results (PubChem)
